NFkB transloc pot: enhances IL-1B driven NFkB nuclear translocation. HUVEC IL-1B NFkB p65 nuclear translocation imaging. activation, % at 2 µM. 0.3% of 94,000 active. AID 819;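 active = activation above 40%, about the mean plus 3 SD, also judged a hit on visual image review; inconclusive = activation above 40% but not a hit on visual review; inactive = activation not above 40% and no visual hit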;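 also: percent activation is computed from the nuclear over cytoplasmic p65 intensity ratio; values of inactives mirror those of a sister screen read the other way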
PLAP inhibition: inhibition of human placental alkaline phosphatase – biochemical, luminescence, HTS (AID 690); purified PLAP, luminescent substrate; higher % means a stronger effect; 0.08% of 96,000 active; inhibition, % at 20 µM; hits with a dose series show IC50 in µM; in the data active = a potency from the dose series; inactive = the rest, 99 in 100 with inhibition below about 30%; also: strong numbers were not always called active
Bcl-B displacement: displacers of TR3 peptide from Bcl-B, primary screen, selectivity assay for Bfl-1 inhibitor project, biochemical, fluorescence polarization; FP displacement of FITC-TR3 peptide from Bcl-B; higher % means a stronger effect; displacement, % at 20 µM, or IC50 in µM where a hit was titrated; 0.11% of 96,000 active; AID 748;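 active = displacement above 50% at 20 µM plus a fluorescence interference ratio under 1.5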;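 also: plate controls were wells without compound for no effect and wells lacking Bcl-B protein for full effect; a part of the inactive calls stands beside numbers as strong as those of hits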
NFkB transloc inh: blocks IL-1B driven NFkB nuclear translocation in HUVEC cells. HUVEC IL-1B NFkB p65 nuclear translocation imaging. inhibition, % at 2 µM. 0.43% of 94,000 active. AID 796;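 active = inhibition above about 30% together with a positive call from visual inspection of the well image, limit read from the data; inconclusive = inhibition above a set limit but visual check negative; inactive = inhibition not above a set limit, visual check negative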;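 also: nuclear over cytoplasmic p65 intensity ratio measured by imaging; 0% = IL-1B stimulated DMSO wells and 100% = unstimulated DMSO wells; values of inactives mirror those of a sister screen read the other way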
MRP resist rev: reverses drug resistance mediated by MRP; differential viability (reversal), % at 10 µM; H69AR cells + 2 uM doxorubicin, CellTiter-Glo, 72 h; 0.04% of 85,000 active;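 active = viability drop by adding the cancer drug above about 55%, with treated viability meeting a 40% cutoff, limit read from the data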;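 also: viability without doxorubicin minus viability with 2 µM doxorubicin for each compound; larger differential means the compound sensitizes cells more to doxorubicin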
MRP resist rev cytotoxicity: also measured in MRP resist rev; calls as there; viability, %; H69AR cells, CellTiter-Glo, 72 h; measured here: cytotoxicity without doxorubicin
MRP resist rev with doxorubicin: recorded beside MRP resist rev, whose call it bears; viability, %; measured here: viability with 2 uM doxorubicin; active compounds read low
NFkB transloc inh cell count 2 µM: also measured in NFkB transloc inh; calls as there; cell count; measured here: cells passing quality filter;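 raw number of nuclei counted in each imaged well without normalization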
NFkB transloc pot cell count 2 µM: second read-out of NFkB transloc pot, no call of its own (marks repeat the call); cell count; measured here: cells passing quality filter
Starred values were filed as active, the others as inactive; ? = inconclusive; . = no result given.

[1] COC(=O)CSC1=C(C#N)C(c2ccccc2)CC(=O)N1 (configuration not stated)
[2] N#Cc1c(/N=C/c2cccs2)sc2c1CCC2
[3] CN1CC(c2ccc(C#N)cc2)C2(COc3ccccc3C2=O)C12C(=O)Nc1ccccc12 (configuration not stated)
[4] CC(=O)Nc1ccc(S(=O)(=O)NCc2csc(-c3cccnc3)n2)cc1
[5] COC(=O)C1CSc2[nH]c(=O)sc2C1c1ccc(O)c(OC)c1 (configuration not stated)
[6] O=C(CN(C(=O)c1ccc(Cl)cc1Cl)N1C(=O)C2C3C=CC(C3)C2C1=O)c1ccc(F)cc1 (configuration not stated)
[7] COC(=O)c1c(NC(=O)CN2CCC(C(N)=O)CC2)c2c(C)cccc2n1C
[8] CC(=O)NC(C)(C)C1CC=C(C)/C(=N\O)C1 (configuration not stated)
assay / entry	1	2	3	4	5	6	7	8
NFkB transloc pot	-1.8	-2.1	2.4	13.6	-10.3	9.1	-17.6	-6.3
NFkB transloc pot cell count 2 µM	148	214	97	134	160	163	115	125
PLAP inhibition	9.4%	-2.0%	-30.4%	14.3%	6.0%	.	1.0%	-11.6%
Bcl-B displacement	8.2%	-1.8%	0.1%	0.4%	1.5%	.	8.8%	-4.5%
NFkB transloc inh	1.8	2.1	-2.4	-13.6	10.3	-9.1	17.6	6.3
NFkB transloc inh cell count 2 µM	148	214	97	134	160	163	115	125
MRP resist rev	-36.6	-11.2	.	3.6	-14.1	.	-11.2	9.8
MRP resist rev cytotoxicity	40.9	62.9	.	91.0	65.6	.	77.9	96.6
MRP resist rev with doxorubicin	77.6	74.1	.	87.4	79.7	.	89.2	86.8

[9] Cc1cc(C)c(O)c(-c2cc(C(=O)Nc3ccc(S(=O)(=O)N4CCOCC4)cc3)[nH]n2)c1
[10] Cc1ccc(-c2cc(C(=O)N/N=C/C=C/c3ccco3)c3ccccc3n2)cc1C
[11] COc1ccc(Cc2nnc(SCc3nc4ccccc4c(=O)[nH]3)n2C)cc1
[12] CC(C)(C)c1cc(C(=S)N2CCN(CCO)CC2)cc(C(C)(C)C)c1O
[13] CC12CC(c3ccccc3O1)N(C(=O)c1ccco1)C(=S)N2c1ccc(F)cc1 (configuration not stated)
[14] COc1ccc2c(C(=O)CN3CCC(C)CC3)c[nH]c2c1
[15] C=CC[n+]1c(-c2ccc(OC)c(OC)c2)csc1NNC(=O)Nc1ccccc1
[16] CCOc1ccc(/C=N/NC(=O)Cc2csc(Nc3cccc(C(F)(F)F)c3)n2)cc1
assay / entry	9	10	11	12	13	14	15	16
NFkB transloc pot	6.7	34.2	2.5	-0.6	.	15.0	17.9	3.5
NFkB transloc pot cell count 2 µM	89	174	151	84	.	150	84	181
PLAP inhibition	-79.5%	10.4%	-41.6%	-57.0%	3.9%	29.6%	8.6%	-58.8%
Bcl-B displacement	-10.4%	5.8%	-4.3%	2.1%	-6.7%	-33.2%	-7.6%	3.9%
NFkB transloc inh	-6.7	-34.2	-2.5	0.6	.	-15.0	-17.9	-3.5
NFkB transloc inh cell count 2 µM	89	174	151	84	.	150	84	181
MRP resist rev	-23.9	.	6.0	6.8	-1.4	-6.0	4.4	.
MRP resist rev cytotoxicity	9.2	.	91.0	88.2	6.4	100.5	85.3	.
MRP resist rev with doxorubicin	33.1	.	84.9	81.5	7.8	106.5	80.9	.

[17] N#Cc1c(C(F)(F)F)cc(-c2ccccc2Cl)[nH]c1=O
[18] CN(C)CCNC(=O)c1coc(=O)c(Br)c1
[19] Cc1ccc(Cl)cc1N1CCN(C(=O)CSc2nnc3n2C(C)(C)Cc2ccccc2-3)CC1
[20] CCC(=O)Nc1nonc1-c1nc2ccccc2n1CC(C)C
[21] Cc1nc2[nH]c(=O)c3c(n2n1)NC1=C(C(=O)CC(C)(C)C1)C3c1ccc(F)cc1 (configuration not stated)
[22] C=CCn1c(NCCc2ccccc2)nc2c1c(=O)n(C)c(=O)n2C
[23] O=C(Cn1c(=O)oc2ccccc21)c1ccccc1
[24] CC(C)(C)OC(=O)N[C@H](Cc1ccccc1)C(=O)N1CCC(C(=O)O)CC1
assay / entry	17	18	19	20	21	22	23	24
NFkB transloc pot	.	?	4.1	.	23.1	0.3	-6.9	12.2
NFkB transloc pot cell count 2 µM	.	.	173	.	147	120	76	163
PLAP inhibition	-48.4%	-9.6%	.	-20.2%	-39.6%	-14.3%	23.2%	-2.5%
Bcl-B displacement	0.0%	12.3%	.	0.8%	-6.9%	2.6%	-1.1%	5.0%
NFkB transloc inh	.	-43.8	-4.1	.	-23.1	-0.3	6.9	-12.2
NFkB transloc inh cell count 2 µM	.	87	173	.	147	120	76	163
MRP resist rev	.	-21.0	1.9	1.2	-4.6	8.6	5.0	7.9
MRP resist rev cytotoxicity	.	64.3	77.0	86.3	83.3	85.2	91.8	95.7
MRP resist rev with doxorubicin	.	85.4	75.1	85.0	87.9	76.6	86.8	87.8

[25] CCN(C(=O)CSc1ccc2c(c1)OCCO2)C1CCS(=O)(=O)C1 (configuration not stated)
[26] O=C(CSc1nnc(Cn2cnc3ccccc32)o1)Nc1cccc2ccccc12
[27] CC1(C)Cc2cccc(OCC(O)CN3CCN(c4ccccn4)CC3)c2O1 (configuration not stated)
[28] Brc1ccc(-c2cnc(-c3cccs3)o2)cc1
[29] CCC(C)Nc1nc(OCC(F)(F)F)nc(OCC(F)(F)F)n1 (configuration not stated)
[30] CCCCCC1CC(/C(C)=N/NC(N)=O)OC1=O (configuration not stated)
[31] Cc1ccc2c(c1)cc(CN(Cc1ccco1)C(=O)COc1ccccc1)c1nnnn12
[32] Cc1cccc2[nH]c3c(N4CCC5(CC4)OCCO5)ncnc3c12
assay / entry	25	26	27	28	29	30	31	32
NFkB transloc pot	1.8	-1.7	10.9	2.2	13.4	4.5	-7.2	-2.0
NFkB transloc pot cell count 2 µM	106	152	168	168	137	133	116	233
PLAP inhibition	-5.4%	-47.3%	.	-13.3%	8.7%	-7.5%	-62.3%	-3.9%
Bcl-B displacement	-0.8%	1.4%	.	-0.5%	7.2%	-18.3%	3.6%	11.4%
NFkB transloc inh	-1.8	1.7	-10.9	-2.2	-13.4	-4.5	7.2	2.0
NFkB transloc inh cell count 2 µM	106	152	168	168	137	133	116	233
MRP resist rev	-5.7	-5.6	.	-0.7	.	-4.5	4.9	.
MRP resist rev cytotoxicity	89.3	75.9	.	89.4	.	89.3	37.7	.
MRP resist rev with doxorubicin	95.0	81.5	.	90.1	.	93.8	32.8	.

Whole records from above:
`Cc1cccc2[nH]c3c(N4CCC5(CC4)OCCO5)ncnc3c12` is entered as NFkB transloc pot: -2.0; NFkB transloc pot cell count 2 µM: 233; PLAP inhibition: -3.9%; Bcl-B displacement: 11.4%; NFkB transloc inh: 2.0; NFkB transloc inh cell count 2 µM: 233; MRP resist rev: .; MRP resist rev cytotoxicity: .; MRP resist rev with doxorubicin: .
`CCCCCC1CC(/C(C)=N/NC(N)=O)OC1=O` (configuration not stated) is entered as NFkB transloc pot: 4.5; NFkB transloc pot cell count 2 µM: 133; PLAP inhibition: -7.5%; Bcl-B displacement: -18.3%; NFkB transloc inh: -4.5; NFkB transloc inh cell count 2 µM: 133; MRP resist rev: -4.5; MRP resist rev cytotoxicity: 89.3; MRP resist rev with doxorubicin: 93.8

Further structures:
[33] Cc1ccc(C)c2[nH]c(=O)c(C(c3nnnn3Cc3ccco3)N3CCc4ccccc4C3)cc12 (configuration not stated)
[34] CCn1c(=O)cc(SCC(=O)N2CCN(C)CC2)c2ccccc21
[35] Cn1c(=O)oc2cc(S(=O)(=O)N3CCC(C(=O)NCc4cccs4)CC3)ccc21
[36] c1ccc(N2CCN(c3ncnc4c3oc3ccccc34)CC2)cc1
[37] CN1CCN(C(=O)CCCOc2cc(=O)n(C)c3ccccc23)CC1
[38] Cc1ccc(SCCNC(=S)Nc2cc(C)cc(C)c2)cc1
[39] Cc1ccn(C(=O)c2cc3ccccc3oc2=O)n1
[40] CCc1c(C(=O)Nc2ncn(Cc3cccc(C)c3)n2)csc1C
assay / entry	33	34	35	36	37	38	39	40
NFkB transloc pot	-5.1	16.4	-7.6	8.1	-6.6	3.9	-6.2	-0.8
NFkB transloc pot cell count 2 µM	129	194	172	201	164	52	150	93
PLAP inhibition	-62.4%	-26.8%	4.1%	7.0%	-26.8%	45.3%	3.0%	.
Bcl-B displacement	-126.0%	1.8%	5.7%	0.5%	5.3%	-6.9%	4.7%	.
NFkB transloc inh	5.1	-16.4	7.6	-8.1	6.6	-3.9	6.2	0.8
NFkB transloc inh cell count 2 µM	129	194	172	201	164	52	150	93
MRP resist rev	5.2	6.4	16.9	-20.6	6.1	-0.4	3.3	7.3
MRP resist rev cytotoxicity	59.0	97.2	107.6	48.5	94.1	70.9	99.1	96.0
MRP resist rev with doxorubicin	53.9	90.8	90.7	69.1	87.9	71.3	95.8	88.7

[41] O=C(NC1(C(F)(F)F)C(=O)Nc2c1c(=O)[nH]c(=O)n2Cc1ccccc1)c1ccco1 (configuration not stated)
[42] Oc1ccc(-c2nnc(-c3ccc(O)cc3)nn2)cc1
[43] Clc1cccc(-c2cc3nc4c(c(NCc5ccco5)n3n2)CCCC4)c1
[44] O=C(CSc1ncccn1)c1ccccc1Br
[45] COc1ccc(Cl)cc1C(=O)Nc1ccc(S(=O)(=O)N2CCCC2)cc1
[46] CCn1c(/C=N/n2cnnc2)nc2ccccc21
[47] CCCC(C)C(=O)Nc1ccc(Cl)cc1Cl (configuration not stated)
[48] CCOC(=O)C1=C(C)NC(=O)CC1c1cc2c(cc1Br)OCO2 (configuration not stated)
assay / entry	41	42	43	44	45	46	47	48
NFkB transloc pot	-8.6	4.8	-1.4	0.8	-0.5	25.3	5.4	.
NFkB transloc pot cell count 2 µM	164	177	123	175	198	112	127	.
PLAP inhibition	-10.8%	-33.8%	4.3%	-11.5%	-18.2%	8.2%	18.0%	-2.1%
Bcl-B displacement	0.9%	-8.8%	-9.1%	-3.1%	-12.1%	4.6%	-6.8%	2.5%
NFkB transloc inh	8.6	-4.8	1.4	-0.8	0.5	-25.3	-5.4	.
NFkB transloc inh cell count 2 µM	164	177	123	175	198	112	127	.
MRP resist rev	2.8	10.3	.	21.1	2.3	-17.9	13.5	3.2
MRP resist rev cytotoxicity	85.2	93.8	.	95.5	94.7	85.2	93.4	59.0
MRP resist rev with doxorubicin	82.5	83.6	.	74.5	92.4	103.1	79.9	55.7

[49] COC(=O)c1ccc(Cn2cc(Cl)cn2)cc1
[50] COc1ccc(S(=O)(=O)N2CCCN(CC(=O)Nc3ccc(OC)c(Cl)c3)CC2)cc1
[51] CC(C)CC(=O)Nc1ccccc1N1CCOCC1
[52] CCC(c1nnnn1Cc1ccc2c(c1)OCO2)N1CCN(c2ccccc2)CC1 (configuration not stated)
assay / entry	49	50	51	52
NFkB transloc pot	17.4	14.4	-1.1	25.8
NFkB transloc pot cell count 2 µM	138	133	163	134
PLAP inhibition	8.3%	-21.3%	-26.8%	21.1%
Bcl-B displacement	3.7%	-1.2%	-2.6%	0.6%
NFkB transloc inh	-17.4	-14.4	1.1	-25.8
NFkB transloc inh cell count 2 µM	138	133	163	134
MRP resist rev	1.4	0.4	6.0	-0.6
MRP resist rev cytotoxicity	100.1	2.1	82.2	93.2
MRP resist rev with doxorubicin	98.7	1.7	76.2	93.8

Not all compounds are listed; the hit share may differ from the screen's.
